KB-3-1 cytotox – KB-3-1 parental cell cytotoxicity; KB-3-1 viability, CellTiter-Glo ATP luminescence, 72 h; Potency, µM (highest dose often 46.1 µM), for inactives: at the top dose activity change, negative = cytotoxic, hits mostly cytotoxic; 400,000 tested, 1.4% active; note: potency is the fitted concentration of half-maximal effect; % is set by controls: 0 for no effect and ±100 for the full control effect; nearly all actives have a fitted effect of over 60% in size
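Screening of KB-3-1 cells (DMEM, 10% FBS, phenol-red free) ran from lowest to highest compound concentration; after 72 h at 37 °C viability was read luminescently and curves fitted.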
KB-V1 cytotox – kills drug-selected multidrug resistant KB-V1 cells; KB-V1 MDR cells viability, CellTiter-Glo, 72 h; Potency, µM (titrated, usually from 46.1 µM), inactives show top-dose activity change, negative = cytotoxicity, usual class: cytotoxic; 400,000 tested, 3.4% active; note: potency is the fitted concentration of half-maximal effect; % is set by controls: 0 for no effect and ±100 for the full control effect; nearly all actives have a fitted effect of over 60% in size
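Compound-treated KB-V1 multidrug-resistant cells, 72 h, 37 degrees C; viability by CellTiter-Glo. Fitted qHTS curves give the values.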
IL1B secr inh – blocks inflammasome-driven IL-1 beta release. THP-1 LPS/ATP IL-1B secretion, AlphaLISA, 16 h; hits give low values. activity change, % at 57.5 µM. 360,000 tested, 4.7% active. AID 743279; in the data active = activity change below about -50%; inconclusive = mostly about -30% to -49%; note: % is set by controls: 0 for no effect and ±100 for the full control effect
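Secreted IL-1B measured by AlphaLISA bead assay after 16 h compound exposure of THP-1 cells; compounds (final up to 57.5 uM) added 1 h before LPS (250 ng/mL) and ATP (1.25 mM) stimulation; lower signal means less secretion.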
ATXN viability – viability counter-screen for ATXN expression inhibitors; S2 cells (HEK-293 line with an ATXN2-luciferase reporter) viability, CellTiter-Fluor protease fluorescence, 24 h; Potency, µM (top dose mostly 56.7 µM), hits mostly cytotoxic; 400,000 tested, 0.49% active; AID 651635; note: potency is the fitted concentration of half-maximal effect; nearly all actives have a fitted effect of over 40% in size
MCF10A rerep – induces DNA re-replication in MCF 10a normal breast cells | 350,000 tested, 2.9% active | MCF 10A DNA re-replication, Hoechst nuclear intensity, 48 h | Potency, µM (series often up to 46.1 µM), for the others: top-dose activity, positive = re-replication, actives largely listed as activators; note: potency is the fitted concentration of half-maximal effect; % of control where 0% means no effect; nearly all actives have a fitted effect of over 50% in size
HT1080NT lethal – kills 2HG-producing HT-1080-NT fibrosarcoma cells; HT-1080-NT fibrosarcoma viability, CellTiter-Glo ATP luminescence, 48 h; Potency, µM (titrated, usually from 46.1 µM), inactives show at the highest dose activity, negative = less viability, actives largely listed as cytotoxic; 360,000 tested, 1.6% active; AID 686970;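 note: NT is the 2HG producing partner of a matched IDH1 knockdown line; potency is the fitted concentration of half-maximal effect; 0% = DMSO-treated cells and -100% = media-only wells without cells; nearly all actives have a fitted effect of over 55% in size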
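Viability by CellTiter-Glo luminescence after 48 h compound exposure at 37C of HT-1080-NT cells (750/well, RPMI, 5% FBS). % activity scaled between DMSO wells and medium-only wells, then curve-fitted and categorized by curve class.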
SW480 rereplic – DNA re-replication induction in SW480 cells; SW480 DNA re-replication, Hoechst DNA content imaging, 48 h; Potency, µM (titrated, usually from 46.1 µM), without a hit: at the top dose re-replication activation, hits mostly activators; 340,000 tested, 1.8% active; AID 624297; note: potency is the fitted concentration of half-maximal effect; % of control where 0% means no effect; nearly all actives have a fitted effect of over 55% in size
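Cells (250 per well) received 23 nL compound or DMSO by pin tool and were kept 48 hr at 37 C, 5% CO2. Nuclei were then stained with Hoechst for 40 min and scanned for DNA content.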
ATXN2 expr inh – inhibitors of ATXN2 expression. 360,000 tested, 0.72% active. HEK-293 ATXN2-luciferase reporter, luminescence, 24 h. Potency, µM (titrated, usually from 57 µM), for inactives: at the highest dose activity change, negative = inhibition, actives largely listed as inhibitors; note: potency is the fitted concentration of half-maximal effect; % is set by controls: 0 for no effect and ±100 for the full control effect; nearly all actives have a fitted effect of over 55% in size
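ATXN2-luciferase reporter cells (luciferase flanked by upstream and downstream ATXN2 gene portions) were treated 24 h at 37 °C with compounds at up to 57 uM. SteadyGlo luminescence gave expression; GF-AFC fluorescence gave viability.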
HT1080 IDH1KD tx – HT-1080 IDH1 knockdown cell toxicity (counter line) | HT-1080 IDH1 knockdown viability, ATP luminescence, 48 h | Potency, µM (highest dose often 46.1 µM), for the others: top-dose activity, negative = toxicity, usual class: cytotoxic | 360,000 tested, 2% active;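 note: potency is the fitted concentration of half-maximal effect; 0% = DMSO wells and -100% = cell-free medium wells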
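Luminescent ATP read-out (CellTiter-Glo, 10 min at room temperature) after 48 h compound exposure at 37 °C gave viability of IDH1-knockdown HT-1080 cells. Activity was normalised to DMSO and cell-free wells, then fitted as concentration-response curves.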
An asterisk follows results filed as active; i = inactive; ? = inconclusive; nt = not tested or not shown; & = joins results of further samples; [ ] = another dose, or the depositor's remark. Unless noted, calls come from the whole dose curve; as a rule, active = well fitted curve in the direction sought with a large enough effect; inconclusive = small, poorly fitted or top-dose-only effect, or another doubt; inactive = no such curve, though single readings can be large; an effect the other way counts as inactive or inconclusive.

SMILES	KB-3-1 cytotox	KB-V1 cytotox	IL1B secr inh	ATXN viability	MCF10A rerep	HT1080NT lethal	SW480 rereplic	ATXN2 expr inh	HT1080 IDH1KD tx
Cc1nnsc1C(=O)Nc1ccc(S(=O)(=O)N2CCCC(C)C2)cc1 (stereo not given)	-8%	-13%	?	i	2%	-14%	?	-23%	-6%
CC1(c2ccccc2)NC(=O)N(CC(=O)Nc2cc(C(F)(F)F)ccc2N2CCCCC2)C1=O (stereo not given)	?	?	?	i	?	-18%	?	0%	?
O=C(CSCc1ccccc1)NCCc1ccc(F)cc1	10%	0%	15	i	10%	3%	1%	43%[activator]	4%
COc1ccccc1NC(=O)N(C)C[C@H]1OCc2cnnn2CCCC(=O)N([C@H](C)CO)C[C@H]1C	22%	30%	6	i	nt	6%	nt	5%	0%
CC1CCN(S(=O)(=O)c2ccc3c(c2)N(CC(=O)NCCCN2CCCC(C)C2)C(=O)CO3)CC1 (stereo not given)	0%	10%	-17	i	-2%	-9%	?	-5%	-1%
CC(=O)Nc1cccc(NC(=O)CCNC(=O)c2ccccc2)c1	0%	10%	-1	i	-17%	12%	1%	4%	10%
CCCN(CCC)CCCNC(=O)CC(C(=O)N1CCc2ccccc21)n1ccnc1 (stereo not given)	-14%	6%	11	i	6%	-10%	-3%	-1%	-15%
O=C(NC1CCCCCCC1)c1cc(-c2ccccn2)nc2ccccc12	16%	-22%	24	i	18%	15%	4%	-21%	23%
CCN1CCN(c2ccc(S(=O)(=O)N3CCCCC3)cc2NC(=O)c2ccc([N+](=O)[O-])o2)CC1	?	?	-25	nt	?	-1%	7.3µM*	?	2%
O=C(NCc1ccncc1)c1c(F)c(F)c(F)c(F)c1F	-1%	-7%	-22	i	4%	-13%	18%	4%	-2%
COC(=O)c1ccc(CSc2nc3ccccc3c(=O)n2N)cc1	11%	35%	13	i	8%	0%	-7%	17%	8%
CC(C1CC1)N(Cc1ccccc1)C(=S)Nc1ccccc1 (stereo not given)	7%	1%	3	i	11%	19%	14%	-3%	8%
Cc1nnc(NC(=O)C2CCN(C(=O)c3ccco3)CC2)s1	4%	-19%	25	i	-2%	18%	0%	-5%	26%
CCN(CC)CCN=CC1=C(O)CNC1=O	-8%	6%	-2	i	-3%	-4%	-14%	2%	-2%
COc1cccc(C2=NCCc3cc4c(cc32)OCO4)c1OC	-1%	-21%	-6	i	1%	-3%	-693%[inhibitor]	-12%	0%
COC(=O)c1ccc(N/C=C/C(=O)c2ccccc2)cc1	-1%	10%	25	i	2%	20%	-10%	32%[activator]	23%
CCN(CC)C(=O)[C@H]1C[C@H](CC(=O)NCCc2ccccn2)C(=O)N2CCc3c([nH]c4cc(CCC(=O)N(C)C)ccc34)[C@]12C	6%	0%	11	i	1%	5%	3%[9.22 µM]	19%	11%
CCNC(=O)/C(=C\c1ccccc1)NC(=O)/C=C/c1ccccc1	41%	-25%	12	i	-2%	0%	-70%[inhibitor]	-14%	2%
COC(=O)c1sc(S(=O)(=O)NCc2ccccc2)c(C(=O)OC)c1C	0%	-3%	29	i	-13%	1%	1%	0%	-2%
CNC(=O)c1cccc2cccc(Sc3ccccc3C(=O)O)c12	13%	0%	10	i	5%	6%	-13%	-11%	5%

Copied from the list:
Value of COC(=O)c1ccc(N/C=C/C(=O)c2ccccc2)cc1 under KB-3-1 cytotox: -1%
Value of CC(C1CC1)N(Cc1ccccc1)C(=S)Nc1ccccc1 (stereo not given) under HT1080 IDH1KD tx: 8%
Value of CCN(CC)CCN=CC1=C(O)CNC1=O under IL1B secr inh: -2

Remaining list, next part:
SMILES	KB-3-1 cytotox	KB-V1 cytotox	IL1B secr inh	ATXN viability	MCF10A rerep	HT1080NT lethal	SW480 rereplic	ATXN2 expr inh	HT1080 IDH1KD tx
COC(=O)c1ccc(CSc2nnc3c(Cl)cc(Cl)cn23)o1	1%	-12%	-20	i	-1%	0%	-2%	-1%	-4%
Cc1ccc2oc(C(=O)NCC(c3ccco3)N(C)C)c(C)c2c1 (stereo not given)	1%	9%	14	i	-10%	1%	-5%	nt	0%
COc1cccc(NC(=O)Nc2cc(-c3cn4cccnc4n3)ccc2C)c1	0%	0%	nt	?	nt	nt	nt	-25%	nt
Cc1ccnc2c1ccc1cccnc12	?	?	-86*	?	?	?	-406%[inhibitor]	?	?
Cc1ccc(-c2nn(CC(=O)N(C)C)c(=O)c3ccccc23)cc1S(=O)(=O)N(C)C	3%	-3%	11	?	2%	1%	-11%	3%	1%
O=C(C1CCCCC1)N1CCC(O)(c2ccc(Cl)cc2)CC1	-2%	-3%	20	nt	-1%	-3%	1%	-16%	-1%
COc1cccc(NS(=O)(=O)c2ccc3c(c2)n(C)c(=O)n3C)c1	?	-9%	nt	?	nt	nt	nt	?	nt
CN(C)c1ccc(C(=O)N2CCN(C(=O)C3CCCO3)CC2)cc1 (stereo not given)	6%	?	12	i	-9%	0%	?	4%	2%
Cn1/c(=N/N=C/c2ccccn2)sc2ccccc21	-4%	2%	?	nt	1%	-6%	-3%	57%[activator][11.3 µM]	-2%
CCCC(=O)Nc1ccc(C(=O)Nc2nc(CC(=O)OCC)cs2)cc1	20%	0%	0	i	?	3%	-3%	-9%	0%
COCCNC(=O)C1CCCN(C(=O)/C=C/c2ccccc2)CC1 (stereo not given)	0%	5%	19	i	nt	24%	nt	9%	3%
COc1ccccc1NC(=O)Cn1c(=O)n(Cc2ccco2)c(=O)c2oc3ccccc3c21	-6%	6%	nt	i	nt	nt	nt	0%	nt
CC1(c2ccccc2)NC(=O)N(CC(=O)N2CCN(S(=O)(=O)c3cccc(C(F)(F)F)c3)CC2)C1=O (stereo not given)	-3%	0%	6	i	6%	-7%	-17%	-9%	-4%
CC(C)C[C@@H](CN1CCCC1CN1C(=S)NC[C@@H]1Cc1ccc(O)cc1)N1C[C@H](Cc2ccccc2)N(CC2CCCCCC2)C1=S (stereo not given in full)	-22%	?	1	?	21%	-5%	-6%	-28%	-13%
COc1ccccc1CNC(=O)c1ccccc1NS(C)(=O)=O	0%	?	-1	i	20%	8%	-4%	1%	4%
O=C1NCCNC1(c1c[nH]c2ccccc12)C(F)(F)F (stereo not given)	5%	0%	8	nt	-1%	1%	1%	1%	2%
O=C(O)CCCCn1c(SCC(=O)Nc2ccccc2C(F)(F)F)nc2ccsc2c1=O	1%	13%	3	i	-6%&-2%	-2%	-3%&-7%	-24%	-1%
C=CCn1c(O)c(N=NC(=O)CNC(=O)c2ccco2)c2ccccc21	?	?	37	i	18µM*	?	16µM*	nt	21µM*
O=C(NC1CCCCCCC1)C1CCC(CNc2c(N3CCCC3)c(=O)c2=O)CC1 (stereo not given)	16%	6%	-2	i	-1%	11%	-8%	0%	11%
O=C(Nc1nccs1)C(c1ccccc1)N1CCCC1 (stereo not given)	0%	-2%	-10	i	5%	3%	10%	8%	10%
Cc1c(NC(=O)C(C)OC(=O)c2cccnc2Cl)c(=O)n(-c2ccccc2)n1C (stereo not given)	-3%	0%	12	i	0%	10%[9.24 µM]	-28%	6%	10%
O=C(NCCCN1CCCCC1)C1CCC(=O)N1CCc1ccccc1 (stereo not given)	-14%	-17%	11	i	7%	-1%	2%	1%	2%
CSc1ncccc1C(=O)Nc1ccc2nc(C)sc2c1	?	9%	-27	i	0%	30%	-8%	11%	15%
C(=Nc1ccc(N2CCOCC2)cc1)c1c[nH]c2ccccc12	5%	0%	19	i	7%	-15%	1%	-1%	-18%
COc1cccc(OCc2cc(C(=O)N3CCN(C4CCCC4)CC3)no2)c1	8%	?	i	i	8%	-8%	?	-2%	-4%
CN(C)S(=O)(=O)c1cccc(NC(=O)CSc2nnnn2-c2ccccc2)c1	0%	10µM*	-2	?	6%	?	-37%[inhibitor]	nt	-3%
CCOc1ccc(C(=O)N(CN2CCCC2=O)c2ccccc2)cc1	2%	-8%	7	i	2%	0%	3%	5%	6%
O=C(/C(=C/c1ccccc1Cl)c1ccccc1)N1CCOCC1	-25%	23µM*	0	i	15%	-1%	0%	3%	-5%
COc1cc(C=NNC(=O)c2ccccc2NS(=O)(=O)c2cccs2)cc(OC)c1O	20%	-6%	-11	?	-8%	1%	-7%	-13%	1%
O=c1ccc(Cl)n[nH]1	10%	1%	0	i	-2%	13%	3%	-6%	15%
CCCCNC(=O)COc1ccccc1[N+](=O)[O-]	4%	?	-10	i	-3%	-1%	-3%	0%	-5%
O=[N+]([O-])c1ccc(Cn2cc(-c3cccc(C(F)(F)F)c3)nn2)cc1	-1%&8%	?	-12	i	0%	0%	-2%	-21%	1%
C=C(C)Cn1c(N)cc(=O)nc1SCC(=O)Nc1cccc(C(F)(F)F)c1	0%	0%	-29	i	-2%	0%	-8%	-7%	-2%
COc1cc(C2C(C#N)=C(N)N(Nc3ccccc3)C3=C2C(=O)CC(C)(C)C3)ccc1OCc1ccccc1 (stereo not given)	?	-11%	?	i	?	?	26µM*	-25%	?
Cc1cc(N2CCN(c3ccccc3)CC2)n2ncnc2n1	-23%	?	1	?	6%	1%	-5%	-15%	-3%
Clc1cc(Cl)c(OCCCCn2cncn2)c(Cl)c1	-11%	-10%	-3	?	4%	2%	3%	nt	-3%
CCN(CC)CCCNC(=O)c1cn(C)c(=O)c2c1c1ccccc1n2C	1%	?	3	i	2%	-1%	-6%	3%	5%
CNC(=S)NNC(=O)CSCc1c(Cl)cccc1Cl	-15%	-21%	nt	?	-19%	1%	?	-24%	-13%
CC(C)(C)OC(=O)N[C@H](Cc1ccccc1)C(=O)N1CCC[C@@H]1C(=O)O	9%	22%	10	i	2%	7%	-13%	nt	5%

From PubChem BioAssay
